RBX1-CUL1 inh = blocks human RBX1-Cullin-1 di-ubiquitin formation. P62877+Q13616. in vitro K48 di-Ub FRET, acceptor:donor ratio, 45 min. inhibition, % at 10 µM. 0.6% of 140,000 active. AID 1347404; in the data active = inhibition above about 25%
Target sequence (P62877 whole entry, looked up): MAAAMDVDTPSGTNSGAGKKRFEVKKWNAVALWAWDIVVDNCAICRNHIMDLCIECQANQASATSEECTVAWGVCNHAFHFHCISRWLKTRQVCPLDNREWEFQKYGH
Target sequence (Q13616 whole entry, looked up): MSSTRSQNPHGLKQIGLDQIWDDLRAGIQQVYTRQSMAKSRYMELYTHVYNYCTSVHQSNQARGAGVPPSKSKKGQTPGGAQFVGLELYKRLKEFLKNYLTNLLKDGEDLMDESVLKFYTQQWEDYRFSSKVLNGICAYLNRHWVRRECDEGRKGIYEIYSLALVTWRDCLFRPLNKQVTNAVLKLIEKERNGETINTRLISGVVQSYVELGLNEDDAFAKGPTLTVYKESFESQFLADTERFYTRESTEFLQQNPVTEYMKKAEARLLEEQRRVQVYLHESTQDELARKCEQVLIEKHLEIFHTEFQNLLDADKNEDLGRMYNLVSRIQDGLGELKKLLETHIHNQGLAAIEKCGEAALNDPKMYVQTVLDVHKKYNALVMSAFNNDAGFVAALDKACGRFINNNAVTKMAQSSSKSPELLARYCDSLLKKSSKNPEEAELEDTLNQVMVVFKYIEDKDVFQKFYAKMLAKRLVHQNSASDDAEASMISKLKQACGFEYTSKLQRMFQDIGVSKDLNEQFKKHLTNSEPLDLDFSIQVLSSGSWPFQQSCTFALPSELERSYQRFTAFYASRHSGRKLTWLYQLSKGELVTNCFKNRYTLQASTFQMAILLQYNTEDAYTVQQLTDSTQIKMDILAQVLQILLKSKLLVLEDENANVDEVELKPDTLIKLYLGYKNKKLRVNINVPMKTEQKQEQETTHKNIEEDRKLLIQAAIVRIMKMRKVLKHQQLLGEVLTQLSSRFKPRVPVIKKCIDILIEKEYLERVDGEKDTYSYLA
Active calls of the source: *. These rows are one share of the data (hit frequency here may not be typical).

structure,RBX1-CUL1 inh
COC(=O)C1=C(C)N(c2ccc(Cl)cc2)/C(=C\c2cc(C)n(-c3ccccc3C(F)(F)F)c2C)C1=O,-8.7
Cc1ccc(NC(=O)Cn2c(=O)c3ccc(Cl)cc3n3nncc23)cc1,2.5
COc1cc(C2NC(=O)c3c(sc4c3CCN(C)C4)N2)cc(OC)c1OC (configuration not stated),9.1
Oc1ccccc1C1N(Cc2ccccc2)CCN1Cc1ccccc1,-0.8
CN1CCN(CC(=O)NC2CCCCC2)CC1,2.4
Cc1cccc(-n2ncc(SCc3ccccc3)c(SCc3ccccc3)c2=O)c1,-4.5
O=C(NCc1ccccc1)c1ccc(CS(=O)(=O)c2c(Cl)cccc2Cl)o1,-3.5
Cc1cc(/C=C\c2cc(Cl)sc2Br)cs1,15.7
CN(Cc1ccccc1)c1nnc(NC(=O)Nc2cccc(Br)c2)s1,3.5
COc1cc(C(c2c[nH]c3ccccc23)c2c[nH]c3ccccc23)cc(OC)c1OC,-1.1
COC(=O)[C@@H](NC1CCN(c2ccc(C(=O)NC3CCCC3)cc2)CC1)c1ccccc1,-3.4
COC(=O)c1cc(C)n(-c2ccccc2)n1,-5.6
COc1ccc(N(Cc2cccs2)C(=O)c2ccc(Br)o2)cc1,7.9
CCOc1cc(/C=C2\SC(=Nc3ccccc3)N(Cc3ccco3)C2=O)ccc1OCC(N)=O,2.8
O=C(Oc1ccccc1/C=C1\Sc2ccccc2C1=O)c1ccco1,-3.1
COc1ccc2nc(NC(=O)c3ccc(S(=O)(=O)N4CCC(C)CC4)cc3)sc2c1,5.3
COc1ccc(C2c3c(n[nH]c3C)OC(=N)C2C#N)cc1CSc1nnc(C)s1 (configuration not stated),3.4
O=C(Nc1ccc(S(=O)(=O)N(Cc2ccccc2)c2ccccc2)cc1)c1ccc([N+](=O)[O-])cc1,-1.2
Cc1cc(C)c2c(NC(=O)CN3CCOCC3)csc2n1,-0.2
COc1cccc(CN2CCN(C(=O)CCC3(Cc4ccc(F)cc4)CCC(=O)N3)CC2=O)c1 (configuration not stated),3.6
COc1cc(C(=O)O)ccc1OS(=O)(=O)c1ccc(NC(C)=O)cc1,6.9
CCc1cc2c(=O)n(-c3ccc(Cl)cc3)c(SCC(=O)Nc3ccc(Br)cc3)nc2s1,1.7
COc1ccc(-c2csc(/C(C#N)=C/c3cc4cccc(C)c4nc3Cl)n2)cc1,24.5
Cc1ccc(-n2ncc(C(=O)N(C)Cc3ccccc3)c2-n2cccc2)cc1,-3.7
Nc1ncnc(N)c1Br,1.2
CCCCOc1ccc(C2C(C(=O)c3ccc(C)o3)C(=O)C(=O)N2CCCN2CCOCC2)cc1 (configuration not stated),-9.6
Cc1ccc(C(C)C)c(OCc2nc3c4c5c(sc4ncn3n2)C(C)(C)NC(C)(C)C5)c1,-8.4
CCOC(=O)c1ccc(NC(=O)CC2C(=O)N(c3ccccc3)C(=O)N2C2CCCCC2)cc1 (configuration not stated),-10.2
COc1ccc(N=Nc2nc3ccc(Br)cc3n2C)cc1,1.2
COc1ccc(C2=Nc3c(C(=O)Nc4ccc(C)cc4)cnn3C(c3ccc(F)cc3)C2)cc1 (configuration not stated),1.2
CC(=O)c1cc(CC(=O)N2CCCC2c2ccc(C(N)=O)s2)cs1 (configuration not stated),1.9
CCOc1cc(C(=O)Nc2cc(C(=O)OC)cc(C(=O)OC)c2)ccc1Cl,3.5
COc1ccc(C2c3[nH]c4ccccc4c3CC3C(=O)N(c4ccccc4)C(=S)N32)cc1 (configuration not stated),3.0
Cc1ccc(C)c(NC(=O)CN2CCN(c3cccc(Cl)c3)CC2)c1,11.0
CCc1ccc(S(=O)(=O)c2nnn3c2nc(NCc2cccs2)c2sccc23)cc1,-11.6
Nc1c(C(=O)N(c2ccccc2)c2ccccc2)sc2nc3c(cc12)CCCC3,5.1
Cc1cccc(N2C(=O)c3sc4nccc(=O)n4c3C2=O)c1,3.9
Cc1oc(-c2ccco2)nc1CN(C)C(C)c1nccs1 (configuration not stated),-1.4
O=C(NCc1cccnc1)c1ccccc1Cl,-2.4
CCOC(=O)C1CCN(S(=O)(=O)c2cc(Br)cc3c2N(C(=O)CC)CC3)CC1,1.6
CN(C)c1ncc2c(n1)CCCC2NC(=O)c1ccsc1 (configuration not stated),-12.8
Cc1cc2oc(=O)cc(C)c2c2occ(-c3ccc(Cl)cc3)c12,2.4
COc1ccc(CN2CCCC(CCC(=O)NC3CC3)C2)cc1OC (configuration not stated),-0.9
Cc1cc(C)cc(NC(=O)Cn2c(=O)c3ccccc3n3nncc23)c1,-1.5
Cc1cccc(S(=O)(=O)c2cc(C)ccc2C)c1,-1.3
Cc1sc(C)c(-c2ccncn2)c1C(=O)O,6.8
O=C(OCc1ccc2ccccc2c1)c1cnccn1,-4.3
CC(CN1C(C)CCCC1C)OC(=O)c1ccc(Br)cc1 (configuration not stated),-6.0

4 structures out of the list, ordered by length of the SMILES, smallest number first.
structure,RBX1-CUL1 inh
Cc1cccc(S(=O)(=O)c2cc(C)ccc2C)c1,-1.3
CN(C)c1ncc2c(n1)CCCC2NC(=O)c1ccsc1 (configuration not stated),-12.8
COc1ccc(CN2CCCC(CCC(=O)NC3CC3)C2)cc1OC (configuration not stated),-0.9
Cc1cc2oc(=O)cc(C)c2c2occ(-c3ccc(Cl)cc3)c12,2.4

Random excerpt: 2 entries already listed
structure,RBX1-CUL1 inh
Cc1sc(C)c(-c2ccncn2)c1C(=O)O,6.8
CC(CN1C(C)CCCC1C)OC(=O)c1ccc(Br)cc1 (configuration not stated),-6.0

(list continues)
structure,RBX1-CUL1 inh
COc1ccc(S(=O)(=O)NCc2ccc(CNS(=O)(=O)c3ccc(OC)cc3)cc2)cc1,2.8
CC(=O)NS(=O)(=O)c1cccnc1Nc1cccc(Cl)c1,4.1
Cc1ccc(S(=O)(=O)Nc2cc3c4c(cccc4c2)-c2ccccc2-3)cc1,5.2
CCOC(=O)C1CCCN(C(=O)c2ccccc2NC(=O)c2nsc3ccccc23)C1 (configuration not stated),3.7
CCN(c1ccccc1)S(=O)(=O)c1nnc(NC(=O)c2ccco2)s1,2.7
CN1CCC(=C2c3ccc(C4CCN(C)CC4)cc3CSc3sccc32)CC1,4.2
CCOc1c([N+](=O)[O-])cc([N+](=O)[O-])c2ccccc12,-8.4
CCN(CC)c1ccc(NC(=O)C2CCN(S(=O)(=O)c3cnc[nH]3)CC2)c(C)c1,-5.9

Rewritten as labelled records: four of the compounds above.
> COc1ccc(S(=O)(=O)NCc2ccc(CNS(=O)(=O)c3ccc(OC)cc3)cc2)cc1
- RBX1-CUL1 inh: 2.8
> CC(=O)NS(=O)(=O)c1cccnc1Nc1cccc(Cl)c1
- RBX1-CUL1 inh: 4.1
> Cc1ccc(S(=O)(=O)Nc2cc3c4c(cccc4c2)-c2ccccc2-3)cc1
- RBX1-CUL1 inh: 5.2
> CCOC(=O)C1CCCN(C(=O)c2ccccc2NC(=O)c2nsc3ccccc23)C1 (configuration not stated)
- RBX1-CUL1 inh: 3.7

The list continues.
structure,RBX1-CUL1 inh
COc1cc(Br)cc2cc(C(=O)NCCc3ccccc3)c(=O)oc12,1.3
Cc1ccc(N2C(=O)C(CC(=O)Nc3ccccc3)N(CCC3=CCCCC3)C2=O)cc1 (configuration not stated),-9.4
Cc1ccc(C(=O)N=C2C(=O)N3C=CC=CC3=NC2C)cc1C (configuration not stated),5.2
C/C(=N\NC(=O)Nc1ccccc1)c1ccco1,2.2
CCc1ccc(CN(Cc2ccco2)C(=O)c2ccc(C)cc2)cc1,-0.4
Cc1ccc(N2C(=O)c3ccccc3C2=O)cc1F,-14.4
O=C(CC1N=C2c3ccccc3N=C(SCC(=O)Nc3ccccc3F)N2C1=O)NCc1ccc2c(c1)OCO2 (configuration not stated),15.1
CC(C)OC(=O)C(C)Oc1ccc2c(=O)c(Oc3ccc4ccccc4c3)coc2c1 (configuration not stated),6.1
CCOc1cc(CO)cc(Br)c1OCc1ccc(C(=O)O)cc1,-5.4
O=S(=O)(c1ccc2cccc3c2c1CC3)N1CCSC1c1ccco1 (configuration not stated),2.7
CCc1ccc(C(=O)COC(=O)c2ccc(COc3cccc(C)c3)cc2)cc1,2.1
CCOc1ccc(C2C(C(=O)c3ccccc3)C(=O)C(=O)N2c2ccc(C)c(Br)c2)cc1 (configuration not stated),-0.7
COc1c(C)cc(NS(=O)(=O)c2ccc3c(c2)OCCO3)cc1C,5.2
C=CCn1c(=O)c2c(nc3n(C(C)CC)c(C)cn23)n(C)c1=O (configuration not stated),-4.9
CCOC(=O)c1c2c(nc3sc(C(=O)c4ccc(OC)cc4)c(N)c13)CCCC2,-2.4
CN(C)Cc1nnnn1-c1cccc(-n2nnnc2CN(C)C)c1,-1.9
Cn1c(COc2ccccc2C(C)(C)C)nc2ccccc21,6.1
COc1ccc(NC(=O)CCn2c(=O)c3cccn3c3cccnc32)cc1Cl,9.7
Cc1ccc(NC(=O)CCSCCc2ccccn2)cc1,-3.1
COc1ccc(N2CCN(C(=O)c3ccc(CNS(=O)(=O)c4cccc(OC)c4)cc3)CC2)cc1,-1.7
CN(C)c1ccc(NC(=O)c2cncc(Br)c2)cc1,-0.1
CC(=O)NC(=S)NNC(=O)c1ccccc1O,-2.9
CCCCCCSc1nnc2c(n1)OC(c1ccc(SC)cc1)Nc1ccccc1-2 (configuration not stated),-3.3
Cc1ccc(-n2nc(C)c3c2OC(=N)C(C#N)C3c2ccncc2)cc1 (configuration not stated),-2.2
O=C(C[n+]1cc2sccc2c2cscc21)c1ccccc1,14.9
O=C(CCCOc1ccc(Cl)cc1Cl)Nc1cc(Br)c(O)c(Br)c1,-0.2
O=C(NCCc1ccc(F)cc1)C1CCN(C(=O)c2ccccc2)CC1,-1.4
Cc1ccc(C)c(Cn2nc(-c3cc(C)ccc3C)ccc2=O)c1,1.5
CCOC(=O)c1ccc(NC(=O)CN(c2cccc(F)c2)S(C)(=O)=O)cc1,-8.9
CC(C)CN(CC(C)C)CC(O)Cn1cc(/C=C/C(=O)c2ccccc2)c2ccccc21 (configuration not stated),-7.5
COC(=O)c1scc(-c2ccc(C)cc2)c1S(=O)(=O)N1CCN(c2ccc(C(C)=O)cc2)CC1,-3.7
Cc1ccc(NC(=O)CCC(=O)N/N=C/c2ccc(Cl)cc2Cl)cc1C,1.6

Seven consecutive compounds already listed, for reference:
structure,RBX1-CUL1 inh
CCCCCCSc1nnc2c(n1)OC(c1ccc(SC)cc1)Nc1ccccc1-2 (configuration not stated),-3.3
Cc1ccc(-n2nc(C)c3c2OC(=N)C(C#N)C3c2ccncc2)cc1 (configuration not stated),-2.2
O=C(C[n+]1cc2sccc2c2cscc21)c1ccccc1,14.9
O=C(CCCOc1ccc(Cl)cc1Cl)Nc1cc(Br)c(O)c(Br)c1,-0.2
O=C(NCCc1ccc(F)cc1)C1CCN(C(=O)c2ccccc2)CC1,-1.4
Cc1ccc(C)c(Cn2nc(-c3cc(C)ccc3C)ccc2=O)c1,1.5
CCOC(=O)c1ccc(NC(=O)CN(c2cccc(F)c2)S(C)(=O)=O)cc1,-8.9

Next part
structure,RBX1-CUL1 inh
CCN(CC)S(=O)(=O)c1ccc(C(=O)Nc2nc3c(F)cc(F)cc3s2)cc1,-8.9
CC(C)(C)c1ccc(Oc2nnnn2-c2ccc(C(N)=O)cc2)cc1,8.8
Cc1cc(C)c2nc(N(Cc3cccnc3)C(=O)CCS(=O)(=O)c3ccccc3)sc2c1,4.7
O=C(NCC1CCCO1)C1CC(=O)N(c2ccc(O)cc2)C1 (configuration not stated),-9.0
O=C(c1nn2c(C(F)(F)F)c3c(nc2c1Cl)-c1ccccc1CC3)N1CCN(c2ccc(F)cc2)CC1,-4.6
COC(=O)c1ccc(-c2nc(-c3ccc(C)cc3)no2)cc1,2.0
Cc1ccc(C2c3c(ncn(N)c3=N)Oc3ccc4ccccc4c32)cc1 (configuration not stated),-6.3
N#CC1C(=N)OC2=C(CCC/C2=C\c2ccc(Cl)cc2Cl)C1c1ccc(Cl)cc1Cl (configuration not stated),8.8
CCC(NC1CCN(c2nc(C)c3cc(C)c(C)cc3n2)CC1)c1ccncc1 (configuration not stated),57.6*
COC(=O)c1ccc(Cl)cc1NC(=O)N1CC=C(c2c[nH]c3ccccc23)CC1,0.2
O=C(CCc1ccccc1)Nc1ccnn1C1CCN(S(=O)(=O)c2cccnc2)CC1,8.9
CCSc1ccc(Sc2ccccc2CC(=O)O)cc1,-1.7
COc1ccc(-c2c(C)sc(=NC(=O)c3ccccc3)n2-c2ccc(Br)cc2)cc1,2.4
Nc1ccccc1NC(=O)NC(=O)c1ccccc1,-14.5
CSc1ccc(CC2(CCC(=O)NCC3(N4CCOCC4)CCCCCC3)CCC(=O)N2)cc1 (configuration not stated),2.3
COc1cc(C)c(S(=O)(=O)N2CCOCC2)cc1C(C)C,1.9
